Source: PubChem BioAssay
GPR55 antagonists: inhibition of LPI-stimulated GPR55 beta-arrestin translocation – imaging, U2OS, beta-arrestin-GFP, LPI agonist, primary screen (AID 2013); U2OS GPR55 beta-arrestin-GFP translocation imaging, LPI antagonism; higher % means a stronger effect; one-dose inhibition, % at 10 µM; IC50 in µM for titrated hits; 0.13% of 290,000 active;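 active = spots per cell inhibited over 60%, with over 100 cells counted and total cytoplasm intensity under 500,000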;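 note: U2OS cells stably carrying GPR55 and arrestin-GFP stimulated by 5 µM LPI near EC80; imaged beta-arrestin-GFP aggregate spots per cell after agonist stimulation; plate controls were LPI-stimulated DMSO wells for no effect and DMSO wells without LPI for full effect; some results filed as inactive read as strong as hits; confirmed hits need IC50 under 10 µM and bright autofluorescent wells are also inconclusive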
GPR55 activation: GPR55 agonists via beta-arrestin recruitment, primary screen, imaging, U2OS cells, beta-arrestin-GFP redistribution (AID 1961). U2OS GPR55 beta-arrestin-GFP redistribution imaging; higher % means a stronger effect. activation, % at 10 µM, or EC50 in µM where a hit was titrated. 0.048% of 290,000 active;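 active = activation above 40% with more than 50 cells counted in the well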;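 note: U2OS osteosarcoma cells stably expressing GPR55 and beta-arrestin-GFP; plate controls were DMSO negative control for no effect and LPI positive control for full effect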
West Nile antiviral: inhibition of WNV-induced cytopathic effect – cell-based, CPE readout (AID 1621). West Nile virus-infected cells, CPE inhibition; higher % means a stronger effect. CPE inhibition, % at 10 µM; hits with a dose series show IC50 in µM. 0.02% of 290,000 active; in the data active = a potency from the dose series; note: strong numbers were not always called active
KOR beta-arrestin-1: kappa opioid receptor blockers – cell-based, luminescence, uHTS (AID 1778). KOR beta-arrestin recruitment, luminescence, antagonist mode; higher % means a stronger effect. inhibition, % at 10 µM; hits with a dose series show IC50 in µM. 0.091% of 290,000 active; in the data active = inhibition above about 50%; note: strong numbers were not always called active
KOR beta-arrestin-2: kappa opioid receptor activators – cell-based, luminescence, uHTS, primary screen (AID 1777) | KOR beta-arrestin recruitment, luminescence; higher % means a stronger effect | activation, % at 10 µM; hits with a dose series show EC50 in µM | 0.02% of 280,000 active; in the data active = activation above about 50%, passing the limit was not always enough; note: a part of the inactive calls stands beside numbers as strong as those of hits
NTR1 ag: agonists of NTR1, primary screen, imaging, U2OS cells, beta-arrestin-GFP, high content (AID 493036). P30989. NTR1-U2OS beta-arrestin-GFP spot imaging, agonist mode. activation, % at 20 µM. 0.17% of 330,000 active;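 active = activation at or above 40% of the spot to cytoplasm intensity ratio, with at least 20 cells analyzed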;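 note: 0% = DMSO without peptide and 100% = 100 nM NTR1 peptide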
Target sequence (P30989 whole entry, looked up): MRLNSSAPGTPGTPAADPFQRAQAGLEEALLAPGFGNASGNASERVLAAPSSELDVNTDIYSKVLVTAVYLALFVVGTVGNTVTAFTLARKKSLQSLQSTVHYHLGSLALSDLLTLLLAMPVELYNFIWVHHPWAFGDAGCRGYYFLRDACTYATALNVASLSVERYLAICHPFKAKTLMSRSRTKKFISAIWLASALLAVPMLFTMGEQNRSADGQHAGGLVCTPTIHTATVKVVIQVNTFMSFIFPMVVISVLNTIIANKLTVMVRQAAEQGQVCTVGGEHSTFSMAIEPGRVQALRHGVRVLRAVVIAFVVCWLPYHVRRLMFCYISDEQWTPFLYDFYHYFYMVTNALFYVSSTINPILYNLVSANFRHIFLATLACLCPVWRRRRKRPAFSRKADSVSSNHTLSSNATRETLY
PhoP inhibition: inhibitors of PhoP regulon expression, primary screen, Salmonella Typhimurium, GFP reporter (AID 1863) | S. Typhimurium PhoP-regulated promoter GFP reporter, 4 h; higher % means a stronger effect | 0.16% of 300,000 active | inhibition, % at 50 µM; hits with a dose series show IC50 in µM;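 active = inhibition over 29.93%, a cutoff 3 SD above the screen mean, later confirmed by dose response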;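 note: 0% = low Mg2+ inducing control and 100% = high Mg2+ repressing control; strong numbers were not always called active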
T cell modulator: T cell immune modulation candidate. 0.068% of 330,000 active. AID 2052. calls only at 7 µM. 2C CD8+ T cell-vesicle binding, flow cytometry; hits give low values;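 active = response, share of CD8 T cells binding vesicles, and their 90th percentile fluorescence all below set limits, cut at about 80% in these data, passing the limit was not always enough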
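Material: murine 2C transgenic CD8+ T lymphocytes / Also added: QL9-peptide-loaded Drosophila micro-vesicles bearing Ld, ICAM-1 and B7-1 / Schedule: binding step 1.5 h, 37 °C, antibody labelling 20 min, ice / Signal: flow cytometry, PE anti-B7-1 (FL2) versus Alexa647 anti-CD8 (FL8), PFA-fixed / Evaluation: percent CD8+ FL2 mean versus row control / Benchmarks: naked versus QL9-loaded vesicles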
GPR35 arrestin U2OS: GPR35 antagonists blocking zaprinast-driven arrestin recruitment, primary screen, imaging, U2OS, beta-arrestin-GFP, zaprinast agonist (AID 2058) | 0.052% of 290,000 active | U2OS GPR35 beta-arrestin-GFP translocation imaging, zaprinast antagonism; higher % means a stronger effect | inhibition, % at 10 µM, or IC50 in µM where a hit was titrated;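 active = inhibition of at least 50% with at least 30 cells and total cytoplasm GFP at most 10,000,000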
T cell modulator vesicle-bound %: second read-out of T cell modulator, no call of its own (marks repeat the call); double positive events, %; measured here: CD8+ vesicle-bound cell fraction;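 binding gate set so that unloaded-vesicle control wells show 10% double positive cells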
NTR1 ag cell count 20 µM: also measured in NTR1 ag; calls as there; cell count; measured here: cell count, cytotoxicity flag
Numbers without * were called inactive; i = inactive; · = not tested or not shown. Rows are unselected; about 0.62% have a hit in one of these screens.

SMILES | GPR55 antagonists | GPR55 activation | West Nile antiviral | KOR beta-arrestin-1 | KOR beta-arrestin-2 | NTR1 ag | NTR1 ag cell count 20 µM | PhoP inhibition | T cell modulator | T cell modulator vesicle-bound % | GPR35 arrestin U2OS
COc1ccccc1OCC(=O)Nc1ccc(S(=O)(=O)N2CCOCC2)cc1 | 3.2% | 0.3% | -0.4% | 7.6% | -0.8% | 0.3 | 46 | -2.0% | i | 25.3 | -4.4%
Cc1ccc(NC(=O)COC(=O)CCc2c[nH]c3ccccc23)cc1[N+](=O)[O-] | -0.8% | -0.1% | -0.5% | -27.3% | 0.3% | 4.4 | 73 | -12.5% | i | 16.1 | 5.3%
COc1cc(/C=N/Nc2ccc(Cl)c(C(=O)O)c2)ccc1OC(=O)c1ccc(F)cc1 | -4.8% | 0.5% | 0.1% | 3.9% | 3.6% | 0.9 | 53 | -0.5% | i | 53.0 | -10.2%
CCn1c(SCc2nc(-c3ccc(OC)c(OC)c3)no2)nnc1-c1cccs1 | -20.9% | -0.2% | 0.1% | 11.5% | -1.2% | 4.0 | 43 | -0.8% | i | 26.1 | -13.2%
CC1(C)CC[C@]2(CO)[C@@H](O)C[C@]3(C)C(=CCC4[C@@]5(C)CC[C@H](O)C(C)(C)C5CC[C@]43C)[C@@H]2C1 (some centres undefined) | · | · | -0.6% | · | · | -2.7 | 33 | 3.6% | i | 39.6 | ·
CN1/C(=C\C(=O)COc2ccc3c(c2)OCO3)C(C)(C)c2ccccc21 | 5.9% | 0.0% | · | 9.3% | -0.7% | 0.3 | 54 | 1.0% | i | 53.3 | -1.5%
Cc1cc2nc(SCC(=O)Nc3ccccc3C(=O)O)[nH]c2cc1C | -2.1% | -0.1% | 0.3% | -46.3% | 3.8% | 2.0 | 41 | 0.5% | i | 54.0 | 1.0%
COc1ccc2c(c1)CCc1c(C(=O)Nc3ccc(OC)c(OC)c3)noc1-2 | 25.3% | -0.1% | -0.8% | 1.1% | 0.8% | 4.3 | 54 | -5.2% | i | 35.5 | -2.1%
CCCC(=O)Nc1nnc(-c2ccc3c(c2)OCO3)s1 | -0.1% | -0.2% | -0.3% | 11.4% | 4.2% | 2.1 | 40 | -2.2% | i | 33.0 | -8.0%
Cc1oc(-c2ccc(Cl)cc2)nc1CN1CCC(C(=O)NCc2cccs2)CC1 | 7.5% | 0.2% | -0.6% | 3.7% | 0.3% | -3.0 | 76 | 7.7% | i | 40.7 | 7.9%
CCOC(=O)c1c(NC(=O)c2c(C(=O)O)cccc2[N+](=O)[O-])sc2c1CCCC2 | -6.4% | -0.1% | -0.1% | -0.1% | -3.0% | 1.4 | 68 | 4.1% | i | 17.4 | -6.9%
CC12C(=O)N(Cc3ccco3)C(=O)C1C1c3ccccc3C2c2ccccc21 (centres undefined) | -0.5% | 0.0% | 0.4% | -9.1% | 4.3% | 2.4 | 53 | -4.0% | i | 58.8 | 3.6%
O=C(NCCCCCNC(=O)c1ccco1)c1ccco1 | 7.6% | -0.1% | -0.1% | -11.7% | 1.8% | -1.8 | 87 | -1.4% | i | 13.1 | 7.5%
Cn1cc(C(=O)N2CCN(C(=O)c3ccco3)CC2)c2c3ccccc3n(C)c2c1=O | 16.4% | -0.1% | 0.1% | 14.4% | 1.0% | 1.0 | 78 | 1.7% | i | 15.0 | 8.0%
CCOC(=O)COc1ccccc1-c1ccno1 | 5.5% | -0.1% | -0.2% | -38.3% | 0.4% | -0.6 | 89 | 2.1% | i | 30.3 | -21.6%
CCCCNC(=O)CNC(=S)N(Cc1ccc(C)cc1)Cc1ccco1 | -9.4% | -0.6% | -1.4% | -38.4% | -3.8% | 0.2 | 68 | 4.5% | i | 21.0 | -10.5%
CCCc1cc(=O)oc2cc(C)cc(OCC(=O)NCCN3CCOCC3)c12 | 6.5% | -0.2% | -0.2% | -11.1% | -1.2% | -0.3 | 62 | 1.3% | i | 27.0 | 10.8%
Cc1cccc(C)c1OCC(=O)NNC(=O)CCNC(=O)c1ccc(Br)cc1 | 14.1% | 0.2% | -0.5% | 3.4% | 2.7% | 0.6 | 78 | -7.8% | i | 35.8 | 11.9%
Cc1ccc(Cn2ccc(NC(=O)c3nn(C)cc3Cl)n2)cc1 | 4.0% | 9.7% | -0.2% | -23.8% | 12.7% | 0.2 | 40 | -12.4% | i | 45.4 | -4.5%

Entries from the list above with sulfur, in the order listed:
SMILES | GPR55 antagonists | GPR55 activation | West Nile antiviral | KOR beta-arrestin-1 | KOR beta-arrestin-2 | NTR1 ag | NTR1 ag cell count 20 µM | PhoP inhibition | T cell modulator | T cell modulator vesicle-bound % | GPR35 arrestin U2OS
COc1ccccc1OCC(=O)Nc1ccc(S(=O)(=O)N2CCOCC2)cc1 | 3.2% | 0.3% | -0.4% | 7.6% | -0.8% | 0.3 | 46 | -2.0% | i | 25.3 | -4.4%
CCn1c(SCc2nc(-c3ccc(OC)c(OC)c3)no2)nnc1-c1cccs1 | -20.9% | -0.2% | 0.1% | 11.5% | -1.2% | 4.0 | 43 | -0.8% | i | 26.1 | -13.2%
Cc1cc2nc(SCC(=O)Nc3ccccc3C(=O)O)[nH]c2cc1C | -2.1% | -0.1% | 0.3% | -46.3% | 3.8% | 2.0 | 41 | 0.5% | i | 54.0 | 1.0%
CCCC(=O)Nc1nnc(-c2ccc3c(c2)OCO3)s1 | -0.1% | -0.2% | -0.3% | 11.4% | 4.2% | 2.1 | 40 | -2.2% | i | 33.0 | -8.0%
Cc1oc(-c2ccc(Cl)cc2)nc1CN1CCC(C(=O)NCc2cccs2)CC1 | 7.5% | 0.2% | -0.6% | 3.7% | 0.3% | -3.0 | 76 | 7.7% | i | 40.7 | 7.9%
CCOC(=O)c1c(NC(=O)c2c(C(=O)O)cccc2[N+](=O)[O-])sc2c1CCCC2 | -6.4% | -0.1% | -0.1% | -0.1% | -3.0% | 1.4 | 68 | 4.1% | i | 17.4 | -6.9%
CCCCNC(=O)CNC(=S)N(Cc1ccc(C)cc1)Cc1ccco1 | -9.4% | -0.6% | -1.4% | -38.4% | -3.8% | 0.2 | 68 | 4.5% | i | 21.0 | -10.5%
